hgDAF12 agonist – H. glycines DAF-12 receptor agonists, primary screen, cell-based, luminescence, HEK293, GAL4 fusion, UAS-luciferase | activation, % at 6.8 µM | AID 687014, 2013 | HEK293 GAL4-hgDAF12 UAS-luciferase reporter, agonist luminescence; normalized to butyrate control | 1.8% of 370,000 active;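 active = activation above a cutoff set at the mean of all screened compounds plus 3 SD, cut at about 10% in these data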;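 also: 0% = DMSO wells and 100% = sodium butyrate wells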
SMARCA2 act – SMARCA2 (BRM) function activators, primary screen, cell-based, luminescence, high throughput; MG213 cells, MMTV-luciferase reporter, dexamethasone, overnight; activation, % at 9.1 µM; 1% of 370,000 active; in the data active = activation above about 7.8%;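 also: 0% = vehicle wells and 100% = reference activator wells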
hcDAF-12 act – H. contortus DAF-12 nuclear receptor activators, primary screen, cell-based, luminescence, HEK293, lit1-tk-luc reporter. HEK293 hcDAF-12 lit1-tk-luc reporter; 0% DMSO, 100% Δ7-dafachronic acid. activation, % at 6.8 µM. 1.4% of 370,000 active;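 active = activation above the mean of all tested compounds plus 3 SD, cut at about 5.5% in these data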;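 also: 100% = response to 3 µM Δ7-dafachronic acid high control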
DAX1 inh-1 – DAX1 (NR0B1) inhibitors on StAR promoter, primary screen, cell-based, luminescence, SF-1 (NR5A1), full-length DAX-1. AID 652010, 2013. 1.1% of 370,000 active. inhibition, % at 6.8 µM. HEK293T StAR-luciferase reporter, SF-1/DAX-1 repression relief;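 active = inhibition above the mean over all tested compounds plus 3 SD, cut at about 3.6% in these data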;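 also: 0% = DAX-1 cells with DMSO and 100% = cells lacking DAX-1 with DMSO; higher inhibition means more luminescence from relief of DAX-1 repression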
ADAM17 inh – ADAM17 inhibitors, primary screen, biochemical, QFRET. AID 720648, 2013. 0.83% of 370,000 active. recombinant ADAM17, EDANS/DABCYL FRET peptide cleavage. inhibition, % at 6.95 µM;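 active = inhibition above the mean of compounds lying between control limits plus 3 SD, set per campaign, cut at about 8.5% in these data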;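 also: 0% = DMSO-only wells as the low control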
DAX1 inh-2 – DAX1 (NR0B1) inhibitors, primary screen, cell-based, HEK293, Gal4-DAX1, luciferase luminescence | AID 504766, 2011 | Nuclear receptor subfamily 0 group B member 1 (Homo sapiens), P51843 | HEK293 Gal4-DAX1 luciferase reporter | inhibition, % at 6.75 µM | 0.99% of 340,000 active;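 active = inhibition above the mean over all tested compounds plus 3 SD, cut at about 4.2% in these data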;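 also: 0% = DAX1-transfected cells with DMSO and 100% = empty-vector control cells with DMSO; inhibition shows as a rise in luminescence from relieved DAX1 repression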
NR1D1 modulator – modulators of Rev-erb alpha DNA binding, primary screen, biochemical, FITC-DNA, fluorescence polarization, uHTS. Nuclear receptor subfamily 1 group D member 1 (Homo sapiens), P20393. Rev-erbα–FITC-DNA binding, 90 min. activity, % at 10 µM. 0.79% of 370,000 active. AID 1259318, 2017;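 active = activity above about 14%, limit read from the data; passing the limit was not always enough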;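 also: 0% = DMSO wells with 35 nM protein and 100% = DMSO wells with 750 nM protein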
Target sequence (P20393 whole entry, looked up): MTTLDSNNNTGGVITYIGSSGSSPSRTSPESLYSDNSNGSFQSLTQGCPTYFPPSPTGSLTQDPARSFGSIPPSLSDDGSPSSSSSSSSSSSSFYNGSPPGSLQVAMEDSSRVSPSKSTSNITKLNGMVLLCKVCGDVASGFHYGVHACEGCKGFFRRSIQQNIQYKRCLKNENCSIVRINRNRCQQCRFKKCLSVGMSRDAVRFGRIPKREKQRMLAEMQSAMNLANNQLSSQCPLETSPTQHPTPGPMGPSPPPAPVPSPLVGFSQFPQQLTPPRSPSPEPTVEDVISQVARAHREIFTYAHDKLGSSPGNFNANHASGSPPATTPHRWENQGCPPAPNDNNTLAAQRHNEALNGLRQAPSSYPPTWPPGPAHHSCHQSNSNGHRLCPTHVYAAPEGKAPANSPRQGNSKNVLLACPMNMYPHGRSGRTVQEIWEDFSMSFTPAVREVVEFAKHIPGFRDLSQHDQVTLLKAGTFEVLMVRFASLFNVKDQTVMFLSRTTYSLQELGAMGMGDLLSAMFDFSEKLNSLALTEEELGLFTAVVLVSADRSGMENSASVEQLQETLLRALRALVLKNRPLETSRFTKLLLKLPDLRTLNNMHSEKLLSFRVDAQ
ssDAF-12 act – S. stercoralis DAF-12 nuclear receptor activators, primary screen, cell-based, luminescence, HEK293, GRIP1 co-expression, lit1-tk-luc. activation, % at 6.8 µM. AID 652126, 2013. HEK293 ssDAF-12/GRIP1 lit1-tk-luc reporter; % of 3 µM dafachronic acid response. 1% of 370,000 active;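 active = activation above the mean over all tested compounds plus 3 SD, cut at about 0.9% in these data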;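 also: 0% = DMSO-only wells and 100% = 3 µM delta7-dafachronic acid wells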
PLCg1 inh – PLC-gamma1 enzyme inhibitors, primary screen, biochemical, fluorescence, purified enzyme. fluorogenic substrate. 0.84% of 370,000 active. 1-phosphatidylinositol 4,5-bisphosphate phosphodiesterase gamma-1 (Homo sapiens), P19174. inhibition, % at 12.2 µM; in the data active = inhibition above about 9.5%
MBD2 DNA inh – inhibitors of MBD2 binding to methylated DNA, primary screen, biochemical, TR-FRET, DNA-binding domain, human | Methyl-CpG-binding domain protein 2 (Homo sapiens), Q9UBB5 | MBD2 binding to methylated oligonucleotide | inhibition, % at 4.4 µM | 0.31% of 370,000 active | AID 686964, 2013; in the data active = inhibition above about 13%
Target sequence (Q9UBB5 whole entry, looked up, the tested form may be a part): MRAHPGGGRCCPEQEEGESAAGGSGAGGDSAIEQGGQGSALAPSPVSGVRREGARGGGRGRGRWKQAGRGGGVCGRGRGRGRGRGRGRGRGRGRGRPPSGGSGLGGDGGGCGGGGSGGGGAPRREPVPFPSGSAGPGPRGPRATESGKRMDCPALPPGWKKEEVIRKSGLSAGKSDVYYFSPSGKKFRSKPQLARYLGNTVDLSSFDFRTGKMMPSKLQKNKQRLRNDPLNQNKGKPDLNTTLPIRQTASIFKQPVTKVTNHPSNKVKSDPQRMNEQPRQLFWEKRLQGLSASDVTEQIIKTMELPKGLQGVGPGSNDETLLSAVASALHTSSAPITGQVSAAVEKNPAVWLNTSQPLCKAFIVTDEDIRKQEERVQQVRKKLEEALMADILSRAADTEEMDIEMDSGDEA
PLCb3 inh – human PLC-beta3 inhibitors, primary screen, biochemical, fluorescence; AID 720704, 2013; 0.18% of 370,000 active; 1-phosphatidylinositol 4,5-bisphosphate phosphodiesterase beta-3 (Homo sapiens), Q01970; inhibition, % at 12.2 µM; Purified PLC-beta3, fluorogenic substrate; in the data active = inhibition above about 11%;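 also: 0% = median of compound wells on plate and 100% = full blocker control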
* = called active by the depositor; i = inactive; x = not tested or not shown. Random draw from the library; overall some 7.4% were active at least once.

SMILES	hgDAF12 agonist	SMARCA2 act	hcDAF-12 act	DAX1 inh-1	ADAM17 inh	DAX1 inh-2	NR1D1 modulator	ssDAF-12 act	PLCg1 inh	MBD2 DNA inh	PLCb3 inh
CCn1c(/C=C/c2c(C)[nH]c3ccccc23)nc2ccccc2c1=O	5.0	0	10*	0.3	2	0.2	59*	0.9*	-1	0	-8
Cc1cccc(C(=O)NNC(=S)NC(=O)c2ccccc2)c1	0.8	-4	1.3	-0.3	-2	-0.4	-5	-1.2	-1	-1	-10
CCOc1nc(N2CCOCC2)nc(C)c1[N+](=O)[O-]	-3.0	3	-0.8	-1.0	1	-0.1	2	-0.6	4	-1	5
O=C(NCCc1ccccn1)c1ccc2c(c1)ncn2C1CCCCC1	2.6	0	1.2	-0.2	-2	x	6	0.3	1	-2	1
COc1ccc(C(=O)CSc2nnc(-c3cccs3)n2-c2ccccc2)cc1	0.5	2	-1.4	0.0	-7	0.2	9	-1.2	-1	5	-1
Cc1ccc([N+](=O)[O-])cc1NC(=O)Cc1cccs1	-2.0	1	-2.6	-0.5	-3	0.8	-6	-1.9	1	8	-8
CCOc1ccc(S(=O)(=O)N(C)CC(=O)N2CCN(CC)CC2)cc1	0.8	0	1.3	-0.1	-3	-1.4	2	-1.0	-1	3	-7
Cc1ccc(NC(=O)CSc2nc3ccccc3c(=O)n2Cc2cccs2)cc1	-1.1	-1	1.4	0.3	-2	-0.1	-7	0.5	1	3	1
CC1(C)CC2CN(Cc3ccccc3)S(=O)(=O)N2C1 (stereo unspecified)	1.6	x	1.8	x	0	x	-1	-0.6	1	-2	0
CCc1ccccc1NC1=NCC(=O)N1C1CCCCC1	-1.3	3	-0.5	-0.8	-1	-0.5	6	-1.5	3	-4	3
O=C(COc1ccc(Br)cc1CNCCCN1CCOCC1)Nc1ccccc1	0.3	-1	2.9	-0.1	-2	1.0	-3	-0.2	2	5	-3
CSCCC1NC(=O)N(CC(=O)Nc2ccc(N3CCCCC3)cc2)C1=O (stereo unspecified)	0.2	-4	-0.2	-0.4	-2	0.7	0	-1.4	-3	4	-1
COC(=O)c1ccccc1NC(=O)CSc1nc2ccccc2c(=O)[nH]1	2.4	0	-0.9	0.3	-5	2.1	-3	-0.8	0	3	-2
CCC(C)[C@H](NC(=O)N1CCCCCC1)C(=O)OC (stereo partly specified)	1.4	-1	1.7	0.4	-3	x	3	-1.1	1	5	-8
O=C(CCCn1c(=O)oc2ccccc21)N1CCN(c2ccc(F)cc2)CC1	0.0	-1	1.4	-0.1	-1	1.1	0	-1.6	3	-1	-1
CCOC(=O)C(C)n1cnc2c1c(=O)[nH]c(=O)n2C (stereo unspecified)	0.2	-2	-1.2	0.1	-1	1.1	4	-0.6	-1	4	-2
CC(C)Oc1cccc(C(=O)C2CCCN(Cc3cccn3-c3ccccn3)C2)c1 (stereo unspecified)	-1.7	-2	1.1	-1.0	-4	-1.2	8	-0.8	-1	3	-6
CC(=O)NCCc1ccc(S(=O)(=O)Nc2cccnc2)cc1	1.4	-1	-0.5	1.1	-1	-0.5	-1	0.2	3	1	2
CCOc1ccccc1N(C)S(=O)(=O)c1ccc2c(c1)CC(C)N2C(=O)C1CC1 (stereo unspecified)	-0.2	-1	-1.5	-0.5	-2	-0.2	2	-0.2	0	4	-6
C[C@@H]1ON(C)[C@H]2C[C@H]3c4[nH]c5c(-c6ccc7c(c6)OCO7)cccc5c4CCN3C(=O)[C@@H]12	1.0	1	-0.8	1.1	-6	x	9	-1.2	-16	-1	-20
COc1cccc(CNC(=O)CSc2nc3ccc(C)cc3[nH]2)c1	1.2	2	-0.4	-0.5	2	-0.9	2	-1.8	0	0	-2
COc1cccc(COC(=O)C2CC(=O)N(Cc3ccco3)C2)c1OC (stereo unspecified)	-2.3	-1	-0.5	-3.5	-3	-0.1	-5	-0.8	-4	1	-5
Nc1c(C(=O)Nc2ccc(Br)cc2)sc2nc(N3CCOCC3)c3c(c12)CCCC3	4.6	4	-1.0	-0.5	-23	1.8	11	-0.8	-93	0	-131
CCOC(=O)c1ccc2c(c1)nc(COc1ccc3ccccc3c1)n2CC	-1.7	-1	-1.8	0.6	-3	0.5	0	-1.5	1	-4	4
COc1ccccc1NC(=S)N1CCOCC1	6.1	-2	-0.8	-0.4	-3	-0.2	1	-0.8	-1	5	0
Cc1csc(SC(C)C(=O)NCC2CCCO2)n1 (stereo unspecified)	1.7	0	-0.4	0.5	-1	1.6	2	-1.2	-1	-2	-3
O=C(Nc1cc(Cl)cc(Cl)c1)OCCN1CCCC12CCC(c1ccccc1)CC2 (stereo unspecified)	-0.4	x	-0.2	x	2	x	-3	-2.0	-1	-5	2
CCOP(=O)(OCC)c1nc(-c2cccc3ccccc23)oc1NCc1ccc(OC)cc1	-0.3	2	-1.7	-0.1	i	-1.6	2	-1.2	i	9	i
COc1cc(C)c(Cl)cc1S(=O)(=O)NCCCN1CCOCC1	-1.9	-2	0.5	-0.2	-5	0.0	2	-0.4	0	9	0
O=C1/C(=C\c2ccccc2)CCC/C1=C/c1ccccc1	-2.4	-1	-0.7	-0.8	-6	0.0	-3	-1.2	-2	-1	0
COc1ccc(N2c3ccccc3CN(Cc3ccccc3)[C@@H](C)[C@H]2Cc2c(C)cccc2C)cc1	1.5	-3	0.6	-1.7	-2	x	3	-0.3	-2	-6	-10
CCCC(=O)Nc1ccc(S(=O)(=O)N2CCCC2)cc1	-0.1	0	-1.3	-0.3	2	-2.0	1	-1.0	-2	-7	2
Cc1nc(-c2ccc(F)cc2)c(CC(=O)N(C)CC(=O)Nc2ccccc2Cl)s1	4.5	1	-0.6	-0.8	-2	-0.5	3	-1.0	-2	-4	1
Cc1[nH]c(C)c(S(=O)(=O)N2CCN(c3ccccc3F)CC2)c1C(=O)N1CCCC1	2.2	-2	-0.3	-1.1	-7	0.0	3	-1.5	1	5	-9
O=S(=O)(c1ccc(F)cc1)n1ccc2cccnc21	-0.9	-3	-0.9	-0.6	3	-0.1	-7	-1.1	0	6	-7
Cc1csc(SCC(=O)Nc2cccc(S(=O)(=O)N3CCOCC3)c2)n1	-2.0	-1	-0.4	-0.4	-2	0.1	3	-1.5	-1	0	-3
O=C(Nc1cccc(C(=O)O)c1)/C(=C/c1ccc2c(c1)OCO2)NC(=O)c1cccc(Br)c1	3.3	7	-0.7	0.4	-1	-0.1	3	0.1	-2	2	-6
COc1ccc(S(=O)(=O)N2CCOCC2)cc1NC(=O)CCCOc1ccc(C(C)=O)cc1	-3.5	1	-0.7	-1.4	-1	2.6	1	-1.3	1	-1	8
Cc1cccc(-c2nc(CS(=O)CC(=O)NC3CCCCC3)c(C)o2)c1 (stereo unspecified)	-0.6	-1	-0.9	0.0	-2	0.1	-4	-0.3	0	-3	-5
CCN(CC)CCNC(=O)c1ccc(NC(=O)c2ccc(S(=O)(=O)N3CCCCCC3)cc2)cc1	0.5	-3	-0.8	2.4	2	-1.1	-4	-0.9	3	-3	5
CN(C(=O)c1sc2nc(N3CCOCC3)c3c(c2c1N)CCCC3)c1ccccc1	-3.9	1	-1.2	-1.6	-32	-1.8	0	-1.6	-123	3	-186
Cc1ccccc1C1NC(c2ccccc2C)C([N+](=O)[O-])C(C)(C)C1[N+](=O)[O-] (stereo unspecified)	-3.9	4	3.8	0.0	1	-0.4	6	-1.6	4	4	-5
COc1ccc(-c2oc3ncn(CCN4CCOCC4)c(=N)c3c2-c2ccc(OC)cc2)cc1	0.2	-2	-1.1	0.0	-17	-1.0	-3	-1.3	-19	-3	-18
CCOC(=O)c1c(C)[nH]c(C)c1S(=O)(=O)NCCN1CCN(c2ccccc2F)CC1	4.8	0	-1.2	-0.5	3	0.3	1	-1.1	1	0	-8
CCOC(=O)N=Nc1c(O)n(Cc2ccccc2)c2ccccc12	2.6	3	-1.6	0.6	0	0.0	-1	-1.9	0	1	2
COc1ccccc1CNC(=O)/C=C/c1ccc(Br)o1	0.5	-2	-1.4	0.9	-2	-0.2	-29	-2.0	-6	-2	-12
CCCCCCCCN1C(=O)[C@@H](CC(=O)N2CCCC2)C[C@@]2(C(=O)OC)C1=C[C@H](C1CCCC1)O[C@@H]2C	-0.5	-5	-0.2	0.2	-2	x	-3	-1.2	0	0	-2
CN(C)CCNC(=O)CCn1nc(-c2ccc(Cl)cc2)ccc1=O	-0.7	-1	1.1	-0.2	-1	0.3	2	-0.8	1	-10	-4
O=C(CN1C2CCCC1CC(NC(=O)c1ccco1)C2)Nc1ccccc1C(F)(F)F (stereo unspecified)	-0.3	-4	-2.1	-0.1	0	-1.9	-1	-0.8	3	-1	1
COc1ccc2c(c1)C(=O)[C@H](O)[C@@H](c1ccc(OC)c(Br)c1)O2	0.7	1	1.1	0.3	-32	x	-1	-1.1	i	3	i

Compound profiles (already shown). Order of screens: hgDAF12 agonist, SMARCA2 act, hcDAF-12 act, DAX1 inh-1, ADAM17 inh, DAX1 inh-2, NR1D1 modulator, ssDAF-12 act, PLCg1 inh, MBD2 DNA inh, PLCb3 inh
Record of `Cc1ccccc1C1NC(c2ccccc2C)C([N+](=O)[O-])C(C)(C)C1[N+](=O)[O-]` (stereo unspecified) : -3.9, 4, 3.8, 0.0, 1, -0.4, 6, -1.6, 4, 4, -5
Record of `CCOC(=O)N=Nc1c(O)n(Cc2ccccc2)c2ccccc12` : 2.6, 3, -1.6, 0.6, 0, 0.0, -1, -1.9, 0, 1, 2

Next structures.
SMILES	hgDAF12 agonist	SMARCA2 act	hcDAF-12 act	DAX1 inh-1	ADAM17 inh	DAX1 inh-2	NR1D1 modulator	ssDAF-12 act	PLCg1 inh	MBD2 DNA inh	PLCb3 inh
NNC(=O)CC12CC3CC(C1)CC(n1ncnn1)(C3)C2	4.5	0	0.0	0.9	4	-0.6	4	-1.2	5	4	4
Cc1ccc(NS(=O)(=O)c2ccc(CCC(=O)N3CCCC3)cc2)cc1	-2.7	-2	-1.5	-0.9	1	-1.1	1	-1.7	7	-3	3
CCC(C(=O)Nc1ccc(S(=O)(=O)N(C)C2CCN(C)CC2)cc1)c1ccccc1 (stereo unspecified)	2.1	1	-1.6	0.7	3	0.6	-7	-0.2	4	2	0
COc1ccc(-c2ccc(SCC(=O)N3CC(=O)Nc4ccccc43)nn2)cc1	1.7	0	-1.0	0.1	3	0.8	-2	-1.3	2	-4	3

Marked active in ssDAF-12 act, of those listed so far:
Compound	SMARCA2 act	hcDAF-12 act	DAX1 inh-1	ADAM17 inh	DAX1 inh-2	NR1D1 modulator	ssDAF-12 act	PLCg1 inh	MBD2 DNA inh	PLCb3 inh
CCn1c(/C=C/c2c(C)[nH]c3ccccc23)nc2ccccc2c1=O	0	10*	0.3	2	0.2	59*	0.9*	-1	0	-8

Screening results as filed in PubChem BioAssay.
